Screens (PubChem)
TIM10 inh = TIM10 yeast growth inhibition; AID 463195; inhibition, % at 10 µM; S. cerevisiae TIM10 strain growth, BacTiter-Glo luminescence, 24 h; 1.4% of 330,000 active;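 active means inhibition of 40% or more at the single tested concentration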;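 further: wild-type TIM10 isogenic control strain grown at permissive 25 °C; 0% = DMSO yeast wells and 100% = minimal medium wells without yeast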
tim23-1 inh = inhibits growth of tim23-1 mutant yeast; AID 463212; S. cerevisiae tim23-1 growth, BacTiter-Glo luminescence, 24 h; 1.3% of 330,000 active; inhibition, % at 20 µM;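 active means growth inhibition of the mutant yeast at or above 50%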;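 further: temperature-sensitive mutant grown at 25 °C; plate controls were DMSO-treated mutant yeast for no effect and medium wells lacking yeast for full effect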
NALP3 yeast inh = blocks the NALP3 inflammasome reconstituted in yeast; inhibition, % at 10 µM; Yeast reconstituted NLRP3/ASC/caspase-1, beta-gal luminescence, 24 h; 0.39% of 330,000 active;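 active means inhibition of 50% or more; inactive means inhibition below 50%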;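 further: plate controls were induced DMSO wells for no effect and uninduced yeast grown without galactose for full effect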
APJ antag = APJ receptor antagonism | CHO-K1 APJ beta-arrestin complementation, luminescence | AID 2521 | P35414 | 0.32% of 330,000 active | inhibition, % at 20 µM;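 active means inhibition above about 40% at 20 µM, limit read from the data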;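 further: cells challenged with 10 nM apelin-13 agonist together with compound; plate controls were apelin-13 plus DMSO wells for no effect and DMSO wells lacking apelin-13 for full effect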
Target sequence (P35414 whole entry, looked up): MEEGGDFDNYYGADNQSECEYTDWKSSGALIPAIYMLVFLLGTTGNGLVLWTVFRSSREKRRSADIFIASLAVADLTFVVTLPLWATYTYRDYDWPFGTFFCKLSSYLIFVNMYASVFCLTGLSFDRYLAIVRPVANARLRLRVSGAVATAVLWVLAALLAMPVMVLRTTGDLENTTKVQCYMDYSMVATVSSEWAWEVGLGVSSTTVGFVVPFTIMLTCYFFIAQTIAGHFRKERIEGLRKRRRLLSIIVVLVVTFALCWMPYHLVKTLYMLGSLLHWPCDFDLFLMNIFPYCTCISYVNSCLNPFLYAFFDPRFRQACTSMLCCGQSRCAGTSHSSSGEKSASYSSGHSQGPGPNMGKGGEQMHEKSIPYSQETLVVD
APJ ag = APJ receptor agonism; P35414; CHO-K1 APJ PathHunter beta-arrestin, luminescence; 0% DMSO wells, 100% apelin; activation, % at 20 µM; 0.11% of 330,000 active;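 active means activation more than six SD over the plate average, tested at 20 µM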;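 further: 0% = DMSO alone and 100% = apelin-13 at 10 nM; some results filed as inactive read as strong as hits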
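Assay system: CHO-K1 cells stably expressing ProLink-tagged human APJ and arrestin–beta-gal acceptor. Compound dosing: 20 µM single point, 1% DMSO. Times: 16-18 h seeding, 90 min dark compound exposure, 60 min detection. Detection: beta-gal luminescence. Evaluation: APJ–arrestin association signal. Controls: negative DMSO alone, positive Apelin-13 at 10 nM.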
MIN6 prolif = inducers of beta-cell replication in MIN6 cells | MIN6 cells proliferation, ATPlite luminescence, 48 h; cells starved in 0.2% serum; 100% = growth in 10% serum | 0.29% of 330,000 active | proliferation, % at 10 µM;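 active means compounds whose signal lies at least 3.5 SD above the mean of all wells on their plate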;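 further: 0% = DMSO-treated cells in low-serum medium and 100% = 10% serum control; some compounds called inactive have numbers as strong as hits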
NR3A LBD binder = modulates the human NR3A ligand-binding domain. NR3A LBD differential scanning fluorimetry, Tm shift; 0% = protein alone, 100% = glycine-bound protein. Tm shift relative to glycine control, % at 25 µM. 2.5% of 340,000 active. AID 1259313;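 active means melting temperature shift of at least 10% of the positive control shift, at one fixed dose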
MPTP block = blocks calcium-induced mitochondrial swelling | isolated mouse mitochondria, Ca2+ swelling absorbance, 30 min | inhibition, % at 10 µM | 1.4% of 360,000 active;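 active means inhibition of 50% or more, scaled per plate between neutral and stimulator controls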;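 further: 0% = DMSO wells given calcium and 100% = 1 mM EGTA wells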
tim10-1 inh = growth inhibitors of tim10-1 mutant yeast; S. cerevisiae tim10-1 ts strain growth, BacTiter-Glo, 24 h; inhibition, % at 20 µM; 2.2% of 330,000 active; AID 463190;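 active means inhibition of at least 40%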;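 further: mutant grown at 25 °C; 0% = DMSO wells with yeast and 100% = wells holding no yeast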
* = called active by the depositor; . = no result given. This is a random part of the collection; any-hit rate near 7.2%.

SMILES	TIM10 inh	tim23-1 inh	NALP3 yeast inh	APJ antag	APJ ag	MIN6 prolif	NR3A LBD binder	MPTP block	tim10-1 inh
COCCCn1cc(C(=O)c2cc(OC)ccc2OCC(=O)Nc2cc(C)on2)cc(C#N)c1=O	-8	7	4	-8	-2	-3	.	-2.4	9
Cc1ccc(C(=O)NCC(c2ccco2)N2CCCCC2)s1 (stereo not drawn)	-8	0	4	-65	-5	2	-1	-1.2	-9
COc1ccccc1CNC(=O)C12CC3CC(CC(C3)C1)C2	13	35	25	6	-2	-1	-2	0.4	8
Nc1c(C(=O)NCc2ccco2)c2nc3ccccc3nc2n1CCc1ccc(F)cc1	26	29	9	55*	-10	-5	5	14	39
COCC(=O)Nc1nc(-c2ccc([N+](=O)[O-])cc2)cs1	-7	8	20	-26	1	-1	0	-0.4	-1
CN(C(=O)CSc1nnc(-c2ccncc2)n1Cc1ccccc1)C1CCS(=O)(=O)C1 (stereo not drawn)	7	12	-5	11	-1	-4	.	-1.0	4
NS(=O)(=O)c1ccc(NC(=O)CN2CCc3ccccc3C2)cc1	-2	1	10	7	0	0	-2	-0.2	-15
COc1ccc(/C=N/NC(=O)c2cccc(Br)c2)cc1CN1CCOCC1	11	1	-9	1	6	2	1	3.8	5
Cc1ccc(OC(=O)Cn2c(C(F)(F)F)nc3ccccc32)cc1	0	7	15	11	-3	-2	0	-1.7	14
CCOC(=O)C1CCN(c2c([N+](=O)[O-])c(C(Cl)Cl)nn2-c2ccccc2)CC1	34	43	9	-16	3	-4	-1	-0.3	30
CCOc1ccccc1NC(=S)N1CCC(NC(=O)C(C)(C)C)CC1	3	21	11	7	1	0	1	0.1	0
CCCN(CCC)S(=O)(=O)c1ccc(C(=O)Nc2nnc(-c3cccc(OC)c3)o2)cc1	7	7	6	-1	-2	0	0	-27	36
COc1ccc(Br)cc1CNC(=O)Cc1cccs1	4	6	-16	12	0	0	-3	0.4	3
O=[N+]([O-])c1ccc(/C=[N+](\[O-])[C@@H]2CCCC[C@@H]2/[N+]([O-])=C/c2ccc([N+](=O)[O-])o2)o1	8	20	16	-25	2	-7	-2	0.5	12
Cc1ccc(CCNC(=O)c2cc(S(=O)(=O)N3CCCCC3)c[nH]2)cc1	4	12	17	-96	2	-1	-1	0.6	19
CCC(CO)n1c(=S)[nH]c2cc(OC)c(OC)cc2c1=O (stereo not drawn)	-3	8	10	-13	1	1	0	-3.8	-4
Cc1snc(SCC(=O)N/N=C(\N)COc2cccc(C(F)(F)F)c2)c1C#N	-2	-11	10	-3	3	-2	-1	0.4	13
Cc1ccc(N2C(=O)SC(N(CC(=O)O)c3ccc(C)cc3)C2=O)cc1 (stereo not drawn)	-15	-2	20	5	-2	-2	-1	-1.1	6
O=C(Nc1ccc(Cl)c(S(=O)(=O)N2CCOCC2)c1)c1ccc2c(c1)OCO2	6	21	11	9	8	0	1	-2.0	14
CCc1noc(C)c1C(=O)NNC(=O)COc1ccc(Br)cc1	-12	-9	15	-4	4	-2	1	-0.3	-15
CCOC(=O)N/N=C(\CCC(=O)O)c1cccs1	-17	6	-10	-6	-3	-2	0	-0.2	4
O=[N+]([O-])c1cc(/C=N/N2CCN(c3ccccc3)CC2)ccc1Cl	-1	10	15	26	-3	0	-2	3.9	7
Cn1c(Cc2ccc3c(c2)OCO3)nnc1SCC(=O)NC1CCCC1	-2	5	4	-2	-2	1	.	.	-3
O=S(=O)(NCCN1CCOCC1)c1ccc2ccccc2c1	-30	-10	8	9	-1	-4	-2	-0.9	-44
Cc1ccc(C)c(NC(=O)C2CCCN2S(=O)(=O)c2ccc3c(c2)n(C)c(=O)c(=O)n3C)c1 (stereo not drawn)	9	-7	6	12	-3	-3	0	0.5	-6
COc1cc(C(C)=O)ccc1OCCCN1CCC(Cc2ccccc2)CC1	4	-9	26	21	-3	2	2	5.1	-14
Cc1cc(C)nc(NC(=O)C(C)C)n1	-10	3	-6	-16	-2	1	1	-0.8	-12
COc1ccc2ccccc2c1/C=N\n1c(C)cc(C)c(C(N)=O)c1=O	-3	20	19	16	0	-3	-1	-0.4	-8
COC(=O)c1c(C)nc2ccccc2c1-c1ccccc1	1	33	23	10	-3	0	-2	3.2	-4
Cc1nn(Cc2ccc([N+](=O)[O-])cc2)c(=O)n1N(C)c1ncc(C(F)(F)F)cc1Cl	24	27	5	6	0	-2	1	-4.1	43*
CCN(CC)C(=S)Sc1c(-c2ccccc2)c2cc(Cl)ccc2[nH]c1=O	23	11	27	-2	-2	-6	-6	-4.8	30
O=C(COC(=O)c1cccs1)Nc1nc(-c2ccccc2)cs1	-9	-6	3	-6	-1	-1	2	-0.3	-10
Cc1ccsc1C1NC(=O)c2c(sc3c2CCCC3)N1 (stereo not drawn)	38	48	-8	-22	3	-6	0	19	48*
CCN(CC)CC#CC(OC)(c1ccccc1)c1ccccc1	22	27	24	9	-2	1	0	0.6	12
CC(=O)c1cccc(NC(=O)CSc2nc(C3CC3)nc3ccccc23)c1	7	31	24	5	4	0.0*	1	-1.4	20
Cn1c(C(=O)O)ccc1S(=O)(=O)N1CCCCCC1	6	-5	-5	4	-5	0	1	4.9	3
CC1Cc2cc(S(=O)(=O)N3CCCCC3C)ccc2N1C(=O)C1CCC1 (stereo not drawn)	19	42	11	9	-3	2	-1	-0.8	37
S=C(Nc1ccccc1)N1CCN(c2ccccn2)CC1	18	-11	3	5	-3	-1	2	-0.5	19
COc1cc(OC)cc(C(=O)NNC(=O)c2cc3c(s2)CCCC3)c1	-4	-22	8	-1	-4	2	-1	-0.4	-2
Cc1cc2cc(CNC(=O)Nc3ccc(Cl)c(Cl)c3)ccc2n1C	1	10	20	14	-4	-2	0	2.2	-2
Cc1ccc(CNC(=O)CCc2nnc3ccc(N4CCC5(CC4)OCCO5)nn23)cc1	-4	-17	1	-1	-6	-3	0	-1.5	-19
OCc1c(Cl)nc2ccccn12	6	1	-4	-3	-3	-1	-1	3.1	-3
COc1ccc(C2CC(c3ccccc3)=NN2C(=O)COC(=O)c2ccc(S(C)(=O)=O)cc2)cc1 (stereo not drawn)	14	29	26	-4	10	2	1	0.0	22
O=C(COC(=O)c1cncc(Br)c1)Nc1ccc(F)c(F)c1F	10	12	-23	1	3	-2	-1	-0.3	12
COc1ccc(CC(=O)Oc2ccc(C#N)cc2)cc1	11	20	-19	7	-4	-3	-1	-0.8	19
COc1ccc(NC(=O)C(=O)NNC(=O)c2cccs2)c(OC)c1	8	2	18	26	-1	-1	-1	0.7	2
O=C1CC(c2ccc(Cl)cc2)CC(O)=C1C=NCCN1CCNCC1 (stereo not drawn)	-7	6	21	12	-1	-2	.	.	20
NNC(=O)CCn1nnc2ccccc21	-10	3	-4	9	1	0	0	2.0	-11
CCOc1ccc(NS(=O)(=O)c2ccc(-c3cnc(C4CC4)o3)cc2)cc1	-10	51*	28	36	-3	0	-1	2.2	29
COCCN(C(=O)Cc1cccs1)C(C(=O)NC1CCCC1)c1ccc(OC)c(OC)c1 (stereo not drawn)	16	10	11	-6	-3	-2	1	6.7	2
CCOC(=O)C(NC(C)=O)C(=O)Nc1ccc(OC)cc1 (stereo not drawn)	-3	-4	0	10	-2	1	-4	-1.0	1
COc1ccc(OCCNc2cc(N3CCCCC3)ccc2[N+](=O)[O-])cc1	1	10	31	17	-6	-2	1	3.5	13
Cc1ccsc1/C=N/NC(=O)c1ccc(-n2cccc2)cc1	-37	-31	1	5	-4	-3	-2	1.7	-36
Cc1ccc(NS(=O)(=O)c2ccc(C(=O)N3CC(C)CC(C)C3)cc2)cc1 (stereo not drawn)	-4	7	13	11	6	2	1	0.4	17
Cc1noc(C)c1COc1ccc(C(=O)NNC(=O)c2ccccc2)cc1	2	7	7	0	0	-1	-1	-0.4	-6
Cc1ccc(-c2nn(-c3ccccc3)cc2/C=C(\C#N)C(=O)NCc2ccccc2)cc1	4	-1	20	10	-3	-2	0	2.9	9
O=C(NCCC1=CCCCC1)C1CCCN(c2nc3ccccc3o2)C1 (stereo not drawn)	14	35	19	-5	0	-4	2	-1.0	49*
Cc1nn(-c2ccccc2)c2sc(C(=O)N(Cc3ccco3)C(C)C(=O)NC(C)(C)C)cc12 (stereo not drawn)	12	32	17	5	3	-3	-5	-3.6	14
CC(=O)Nc1ccc(C2NC(=O)CCC2[N+](=O)[O-])cc1 (stereo not drawn)	19	16	4	-26	0	-3	2	-1.8	17
O=C(Nc1cccnc1Cl)c1cccs1	10	-1	-5	-18	0	0	0	-0.2	-7

The results go on.
SMILES	TIM10 inh	tim23-1 inh	NALP3 yeast inh	APJ antag	APJ ag	MIN6 prolif	NR3A LBD binder	MPTP block	tim10-1 inh
O=c1[nH]c(C2CCN(S(=O)(=O)c3ccc4c(c3)OCCO4)CC2)nc2c1nnn2Cc1ccccc1	-6	11	-12	1	1	-3	-12	-2.0	-8
CC(CN1CCOCC1)OC(=O)c1ccccc1Cl (stereo not drawn)	1	3	3	10	0	0	-1	0.5	6
CSc1ccccc1C(=O)NCc1ccccc1C	2	14	12	-3	0	0	1	-0.6	14
COc1ccc(CNC(=O)C(=O)NCC2OCCN2C(=O)c2ccc(OC)cc2)cc1 (stereo not drawn)	8	-4	13	13	1	-1	-5	0.9	0
C[n+]1ccc(/C=C/c2c[nH]c3ccccc23)cc1	12	-8	14	-1	5	-3	-4	-4.9	10
O=C(COC(=O)c1c2c(nc3ccccc13)CCN(Cc1ccccc1)C2)Nc1c(F)cccc1F	4	9	-17	-5	-2	-4	-8	0.4	3
CC(Sc1ccccn1)C(=O)Nc1ccc2c(c1)OCCO2 (stereo not drawn)	6	19	14	-2	-3	0	0	-1.6	4
O=c1[nH]c(Cc2ccc(Cl)cc2)nc2ccccc12	8	-11	-8	13	-4	1	5	-0.9	11
O=C(Cn1nc(C(=O)O)c2ccccc2c1=O)Nc1cccc(Br)c1	1	18	14	7	1	-2	-3	-2.2	10
CCC(C)NC(=O)CNC(=S)N(Cc1ccccc1)Cc1cccnc1 (stereo not drawn)	6	-2	-1	8	-1	0	-3	-0.2	-10
CC(C)c1nc(CNC(=O)C2CCC(=O)N(CCc3cccc(F)c3)C2)cs1 (stereo not drawn)	7	-13	8	0	-3	-1	2	-0.3	-2
O=C(Cc1ccccc1[N+](=O)[O-])NCc1ccncc1	-18	13	-15	6	-2	-1	0	0.8	8
COc1cccc(CNC(=O)c2ccc(C(=O)NCc3cccc(OC)c3)cc2)c1	-5	-4	11	6	-4	2	2	-1.0	-1
C=CCOc1ccc(/C(O)=C2/C(=O)C(=O)N(CCCN3CCOCC3)C2c2ccccc2)cc1 (stereo not drawn)	0	4	-47	14	0	-1	2	-1.7	17
OCCN(Cc1ccccc1)C(=S)Nc1ccc(Cl)cc1Cl	-9	18	18	-5	-2	-2	-9	0.1	0
CCCCC(=O)Nc1sc(C(=O)N(CC)CC)c(C)c1C(=O)OC	11	2	-2	20	-12	-4	2	-0.6	8
